Screening results from PubChem.
DT40 TDP1 CPT – qHTS for Inhibitors of human tyrosyl-DNA phosphodiesterase 1 (TDP1): qHTS in cells in presence of CPT; chicken DT40 Tdp1-/-;hTDP1 cells + 20 nM CPT, ATP luminescence, 48 h; Potency, µM (titrated, usually from 46.2 µM), for the others: at the highest dose activity change, negative = growth inhibition, hits mostly inhibitors; 420,000 tested, 12% active; active = well fitted inhibition curve with a large enough effect; inconclusive = small, poorly fitted or top-dose-only effect; also: nearly all actives have a fitted effect of over 55% in size
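Chicken DT40 Tdp1-/- cells stably complemented with human TDP1 were seeded at 400 cells/well in medium containing 20 nM camptothecin, exposed to pin-transferred compounds, and grown at 37 °C for at least 48 hr. Viability was read as ATP luminescence.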
An asterisk follows results filed as active; ? = inconclusive; [ ] = remark or other dose. % is scaled to controls: 0 for no effect and ±100 for the full control effect; potency is read from the fitted curve at half-maximal effect.

SMILES | DT40 TDP1 CPT
Cc1cc(-c2cc(F)cc3c2OC(CNC(=O)CCn2cncn2)C3)ccc1F (centres undefined) | 14%[9.04 µM]
O=C(O)c1cc([N+](=O)[O-])ccc1-c1ccc([N+](=O)[O-])cc1C(=O)O | 2%
CC(=O)c1ccc(F)c(-c2cc(C)cc3c2OC(CNC(=O)C2CCCCN2C)C3)c1 (centres undefined) | -6%[9.04 µM]
O=C1NC[C@H](CCCCN2CCN(Cc3ccccc3)C(=O)C2=O)N(CCC2CCCCC2)C1=O | 2%
O=C1NC[C@@H](CCCCN2C[C@H](Cc3ccc(O)cc3)N(CCc3ccccc3)C(=O)C2=O)N(Cc2ccccc2)C1=O | 9%
CN(C)c1ccc(C=C2C=C(c3ccccc3)OC2=O)cc1 | 18µM*
CCn1c(C)nc2cc(NS(=O)(=O)c3ccccc3)cc(C(=O)N3C[C@@H](C)O[C@@H](C)C3)c21 | -3%
Cc1ccccc1C(=O)NC1CC2CCCC(C1)N2Cc1ccccc1Cl (centres undefined) | ?
CC(C)(C)n1nnnc1C(c1ccnc2ccccc12)N1CCN(C/C=C/c2ccccc2)CC1 (centres undefined) | 16µM*
COC(=O)c1cn(CC(C)n2c(=O)c3ccccc3n2Cc2cc(C(C)C)no2)nn1 (centres undefined) | 11%
CC(=O)Nc1cc(-c2ccccc2CN(C)C)cn2c(-c3ccc(F)c(Cl)c3)cnc12 | ?
CCOc1ccc(-c2cc(C(=O)Nc3cccc(C(F)(F)F)c3)[nH]n2)c(C)c1 | ?
c1ccc(COc2ccc(-c3cc4nc(NCc5ccc6c(c5)OCO6)ccn4n3)cc2)cc1 | 18µM*
CCOC(=O)c1ccc(NC(=O)c2ncn3c2C(=O)N[C@H](C)C3)cc1 | -17%
COc1ccc(CCNC(=O)Nc2nnc([C@@H]3C[C@H](O)[C@@H](CO)O3)s2)cc1OC | 4%
O=c1[nH][nH]c2c1[C@H](c1ccccc1)O[C@H](C1CCCCC1)C2 | -28%
CCC(CC)C(C(=O)NCc1ccccc1)N1CCN(C(=O)C2CCCO2)CC1 (centres undefined) | -19%
COc1c(O)cc2oc3cc(O)c(CC=C(C)C)c(O)c3c(=O)c2c1CC=C(C)C | 19µM*
COc1ccc(N2CCN(C(=O)C(=O)c3cn(CC(=O)N4CCCC4)c4ccccc34)CC2)cc1 | 21µM*
COc1ncnc2c1ncn2CCCN[C@H](C)c1cccc2ccccc12 | 1%
CC(C)(C)C(=O)c1c(N)[nH]c(C(=O)c2ccccc2)c1-c1ccc(Cl)cc1 | ?
CC(C)C(C)(C)C(C)(C)C(C)(C)S | 11%[92.5 µM]
Cc1ccc(CNc2ncnc3sc(C(=O)N4CCC[C@H]4C(N)=O)c(C)c23)o1 | 0%[9.04 µM]
CCCCN1C(=O)C(CC(=O)NC2CC2)CC(C(=O)N2CCOCC2)=C1C (centres undefined) | -1%
COc1cc(OC)c(NS(=O)(=O)c2cc(C(=O)NCCCN3CCOCC3)ccc2C)cc1Cl | -6%
C#CC(c1ccccc1)(c1ccccc1)n1ccnc1 | ?
CCCCn1nnnc1C(c1ccccc1)N1CCN(c2cccc(C(F)(F)F)n2)CC1 (centres undefined) | ?
O=C(O)Cc1cccc2c(=O)cc(-c3ccccc3)oc12 | 2%
COc1cc(/C=C2/SC(=S)N(CCC(=O)N3CCN(C)CC3)C2=O)cc(OC)c1OC | ?
CNC[C@H]1Oc2cc(Br)ccc2S(=O)(=O)N([C@H](C)CO)C[C@H]1C | -11%
COc1ccc2cc1Oc1cc3c(cc1OC)CC[N+](C)(C)[C@H]3Cc1ccc(cc1)Oc1c(OC)c(OC)cc3c1[C@@H](C2)[N+](C)(C)CC3 | 17%
COc1c(Cl)cc(C(=O)Nc2cccnc2)cc1Cl | -7%
CCC(=O)N(C)C[C@H]1Oc2cc(Br)ccc2S(=O)(=O)N([C@@H](C)CO)C[C@H]1C | -19%
CN1OC[C@@H]2CN3C(=O)N(c4ccccc4)c4ccccc4[C@@H]3C[C@@H]21 | ?
CCCCCC(O)/C=C/C=O (centres undefined) | 4%
CCCC[C@@H]1CNC(=O)C(=O)N1CCCCC1CCCCC1 | ?
Cc1ccc(N2CC(C(=O)NC3CCCCCC3)CC2=O)cc1 (centres undefined) | -25%
CC(C)C[C@H]1CN(CCCC[C@H]2CNC(=O)C(=O)N2CC2CCCCC2)C(=O)C(=O)N1Cc1ccccc1 | ?
CC(C)CNC(=O)C1(C)CCCCCN1C(=O)c1cc(C#N)cs1 (centres undefined) | 2%
CC1(C(=O)NS(=O)(=O)c2cccc(F)c2)CCN1C(=O)Cc1cc(F)ccc1F (centres undefined) | -11%

Compounds above containing an aryl methoxy group:
SMILES | DT40 TDP1 CPT
COc1ccc(CCNC(=O)Nc2nnc([C@@H]3C[C@H](O)[C@@H](CO)O3)s2)cc1OC | 4%
COc1c(O)cc2oc3cc(O)c(CC=C(C)C)c(O)c3c(=O)c2c1CC=C(C)C | 19µM*
COc1ccc(N2CCN(C(=O)C(=O)c3cn(CC(=O)N4CCCC4)c4ccccc34)CC2)cc1 | 21µM*
COc1ncnc2c1ncn2CCCN[C@H](C)c1cccc2ccccc12 | 1%
COc1cc(OC)c(NS(=O)(=O)c2cc(C(=O)NCCCN3CCOCC3)ccc2C)cc1Cl | -6%
COc1cc(/C=C2/SC(=S)N(CCC(=O)N3CCN(C)CC3)C2=O)cc(OC)c1OC | ?
COc1ccc2cc1Oc1cc3c(cc1OC)CC[N+](C)(C)[C@H]3Cc1ccc(cc1)Oc1c(OC)c(OC)cc3c1[C@@H](C2)[N+](C)(C)CC3 | 17%
COc1c(Cl)cc(C(=O)Nc2cccnc2)cc1Cl | -7%

(listing goes on)
SMILES | DT40 TDP1 CPT
COc1ccc(-c2csc(C(C)(O)c3cccc(F)c3)n2)cn1 (centres undefined) | 23µM*
CCCCNC(=O)C1(C)CCN1C(=O)c1csnn1 (centres undefined) | -11%
Cc1ccc(-c2nc3cc(C)c(Br)c(C)n3c2Cc2cccc(F)c2)cc1 | 7.3µM*
C/C(=C\c1ccco1)CN1CCOc2ccc(CN3CCC(Oc4cccnc4)CC3)cc2C1 | 2%[9.04 µM]
COc1cc(OC)nc(C(NC(=O)C2CCN(Cc3ccc(Oc4ccccc4)cc3)CC2)c2ccc(F)cc2)n1 (centres undefined) | 26µM*
COC(=O)[C@@]12C[C@@H](CC(=O)N3CCN(C(=O)c4ccco4)CC3)C(=O)N(CCc3ccc(OC)c(OC)c3)C1=CCC(C)(C)C2 | ?
Cc1ccc(S(=O)(=O)N2C[C@H]3C(=O)C[C@@H](c4ccc(Cl)cc4)N(S(=O)(=O)c4ccccc4C)[C@H]3C[C@H]2c2ccccc2)cc1 | -21%
O=C(COC(=O)c1cc(S(=O)(=O)N2CCOCC2)ccc1Cl)c1ccc[nH]1 | -5%
CCN(C)C1CN(Cc2cn(Cc3cccc(C(F)(F)F)c3)nn2)S(=O)(=O)C1 (centres undefined) | 0%
COc1ccc(OC)c(NC(=O)Nc2nnc([C@H]3C[C@H](O)[C@@H](CO)O3)s2)c1 | -5%
O=C(O)C(=Cc1ccc([N+](=O)[O-])cc1)CCc1ccccc1 | -1%
COc1ccc2nc(Cl)c(C=O)c(N3CCOCC3)c2c1 | ?
COc1ccccc1-n1cc(C(=O)NCCN2Cc3ccccc3OC(c3ccsc3)C2)cn1 (centres undefined) | 6%[9.04 µM]
Cc1c(C#N)c2n(c1C)CCCC(=O)N2 | -22%
CCOC1=C2[C@@H](CN(S(=O)(=O)c3ccccc3C)[C@H]2c2ccc(Cl)cc2)[C@H]2C(=O)N(c3ccccc3)C(=O)[C@H]2C1 | -11%
Cc1ccc(Cc2nc3ccccc3n2C(CCc2ccccc2)c2nc3ccccc3[nH]2)cc1 (centres undefined) | ?
COc1ccccc1S(=O)(=O)N(C)C[C@H]1Oc2ncc(Br)cc2C(=O)N([C@H](C)CO)C[C@H]1C | -22%
CNS(=O)(=O)c1ccc(CNC[C@H]2O[C@@H](n3cnc4c(=O)[nH]c(N)nc43)[C@H](O)[C@@H]2O)cc1 | -1%
O=C(NC1CCCCC1)c1cccc2c(-c3ccc(F)c(F)c3)coc12 | ?
COc1ccc(C(C)=O)cc1Cn1c(C)c(C(=O)NCc2ccc(C(C)C)cc2)sc1=O | ?
CN(C(=O)c1cc(COc2ccc(F)cc2Cl)on1)C1CCOC1 (centres undefined) | ?
C/C(=N/NC(=O)c1nnn(-c2nonc2N)c1CSc1ccc(C)cc1)c1ccncc1 | -2%
Clc1cccc(-c2cccc3nccn23)c1 | 23µM*
Cc1cccc(CNC(=O)c2sc(=O)n(Cc3ccccc3C)c2C)c1 | ?
Cn1c(=NC(=O)CS(=O)(=O)c2ccccc2)sc2cc(F)ccc21 | ?
OC(c1ccc(-c2ccccc2)cc1)c1ncc(-c2ccc(C(F)(F)F)cc2)[nH]1 (centres undefined) | ?
Cc1ccc(-c2c(C#N)c(N)n(-c3ccc(Cl)cc3)c(=O)c2C#N)cc1 | -21%
CCC(C)CN1C(=O)CN(S(C)(=O)=O)CC1(C)C(=O)Nc1ccc2c(c1)OCCO2 (centres undefined) | -11%
COc1cccc(CNC(=O)[C@@H]2CCCN2C(=O)[C@@H]2CCCN2S(=O)(=O)c2ccc(OC)c(C)c2)c1 | ?
CCCCn1nnnc1C(c1ccccc1)N1CCN(c2ccc(C(F)(F)F)cn2)CC1 (centres undefined) | ?
COc1cccc(CNc2ncnc3sc(C(=O)N4CCOCC4)c(C)c23)c1OC | -4%[9.04 µM]
CCOC(=O)c1c(NC(=O)COC(=O)c2ccc(S(=O)(=O)C(F)F)cc2)sc(C(=O)N(C)C)c1C | -14%
C[C@@H]1CN([C@H](C)CO)C(=O)CCCn2nncc2CO[C@H]1CN(C)C(=O)C1CCCCC1 | 5%
CCC(CC)C(=O)N(C)c1c(C)nc2c(OCc3ccc(C#N)cc3)cccn12 | ?
O=C(Nc1ccc2c(c1)OCCO2)C(C1CC1)N1CCC(Cc2ccccc2)CC1 (centres undefined) | ?
O=C1Nc2ccccc2C(=O)N(c2ccc3c(c2)OCCO3)C1C(=O)NC1CC1 (centres undefined) | 1%
CCN(CC)C(=O)c1csc([C@H]2C[C@H](O)[C@@H](CO)O2)n1 | -1%
Nc1nc2ccccc2cc1C(=O)NCc1ccc(-c2ccccc2)cc1 | 1µM*
Brc1ccc(-c2nc3c4ccccc4ccn3c2Cc2ccccc2)cc1 | 16µM*
O=C(Nc1ccccc1F)c1ccc2sc([C@H]3C[C@H](O)[C@@H](CO)O3)nc2c1 | ?
O=C(c1n[nH]c2c1CCCC2)N1CCC(n2c(C3CCCO3)nc3ccccc32)CC1 (centres undefined) | -6%[9.04 µM]
COCCNC(=O)C1(C)CCCN(C(=O)c2ccc(N(C)C)cc2)C1 (centres undefined) | -10%
CN1CCN(c2ncnc3c2ncn3[C@H]2CN(Cc3cccs3)C[C@@H](CO)O2)CC1 | ?
O=c1cc(-c2ccccc2)oc2c1CCCC2 | ?
O=C(c1ccoc1)N1CCN(c2cc(-c3ccncc3)nc3cc(-c4cccc(Cl)c4)nn23)CC1 | 13µM*
COC(=O)c1cc(CNC(=O)c2ccccc2OC)cc(NC(=O)c2ccccc2F)c1 | 21µM*
C[C@@H]1CCCCO[C@H](CN(C)C(=O)Cc2ccccc2)[C@@H](C)CN([C@H](C)CO)C(=O)c2cc(N(C)C)ccc2O1 | 3%
COc1ccc(CSC2=C(C#N)C(=O)NC3(CCCCC3)S2)cc1 | 12%
COCOc1cccc(CN2CCC(C)(Oc3cccc(OC)c3)C2)c1 (centres undefined) | 18µM*
CC(OC(=O)c1ccc2c(c1)OCO2)C(=O)NC1CCCCC1 (centres undefined) | ?
(next part)
SMILES | DT40 TDP1 CPT
C[C@H](CO)N1C[C@H](C)[C@@H](CN(C)Cc2cccc(C(=O)O)c2)OCc2cnnn2CCCC1=O | 15%
O=C(COC(=O)Cc1ccc(Br)cc1)NCc1ccccc1 | -22%
COc1ccc(NC(=O)C2(C)Cc3c(-c4cccc(C(N)=O)c4)ccnc3O2)cc1 (centres undefined) | 3.7µM*
O=c1[nH]cc(C=NNc2ccccc2)c(=O)[nH]1 | -1%
Cc1cccc(C)c1-n1nnnc1C(c1ccnc2ccccc12)N1CCN(CCN(C)C)CC1 (centres undefined) | ?
CC(NC(=O)c1cc(F)ccc1F)c1nnc2n1CCN(Cc1ccc(-c3ccccc3)cc1)CC2 (centres undefined) | -1%[9.04 µM]
Cc1cccc2c(N3CCCC3)nc(CNS(=O)(=O)c3ccc4ccccc4c3)nc12 | 2%[9.04 µM]
CCc1nc2ccc(C(=O)NCCCn3ccnc3)cn2c1N(CC)Cc1cccc(Br)c1 | ?
Cc1cccc(NC(=O)CN2CCN(C(=O)CNC(=O)c3ccc(-c4ccccc4)cc3)CC2)c1C | 4.6µM*
C[C@H](O)C#Cc1cnc2c(c1)C(=O)N([C@H](C)CO)C[C@@H](C)[C@H](CN(C)C(=O)Nc1ccc(C(F)(F)F)cc1)O2 | 12µM*
CCCCC1Cc2[nH]c(=S)[nH]c(=O)c2C(c2ccc(C(C)C)cc2)O1 (centres undefined) | 16µM*
COCc1cccc(-c2csc(C(O)c3ccc(OC)cc3)n2)c1 (centres undefined) | ?
O=C1C2C3C=CC(CC3)C2C(=O)N1c1ccc(Br)cc1 (centres undefined) | -13%
CCOC(=O)[C@]12CCC=C1N(Cc1cccc3ccccc13)C(=O)[C@H](CC(=O)NCCc1ccccc1OC)C2 | ?
O=C1NC[C@@H](CCCCN2CCN(CCc3ccc(O)cc3)C(=O)C2=O)N(CCc2ccc(O)cc2)C1=O | -1%
CC(NN)c1ccccc1 (centres undefined) | -7%
Cc1cc(Br)cn2c(Cc3ccccc3)c(-c3ccc(F)cc3)nc12 | ?
O=C(NCC1CC1)c1cccs1 | 1%
CCc1nc2c(OCc3ccc(F)c(F)c3)cccn2c1N(C)C(=O)C(C)C | 2%
COCCNC(=O)C1(C)CCCN(Cc2ccc(-c3ccccn3)cc2)C1 (centres undefined) | -28%

Some of the compounds tested. The share of hits here may be higher or lower than overall.
